hcDAF-12 act – H. contortus DAF-12 nuclear receptor activators, primary screen, cell-based, luminescence, HEK293, lit1-tk-luc reporter | HEK293 hcDAF-12 lit1-tk-luc reporter; 0% DMSO, 100% Δ7-dafachronic acid | activation, % at 6.8 µM | 370,000 tested, 1.4% active;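 active means activation above the mean of all tested compounds plus 3 SD, cut at about 5.5% in these data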;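 further: 100% = response to 3 µM Δ7-dafachronic acid high control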
HGIII-sPLA2 inh – human group III sPLA2 inhibitors, primary screen, biochemical, QFRET, BODIPY PC-A2 liposome substrate; Group 3 secretory phospholipase A2 (Homo sapiens), Q9NZ20; QFRET BODIPY PC-A2 liposome hydrolysis, fluorescence; inhibition, % at 12.2 µM; 370,000 tested, 0.56% active;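 active means inhibition above mean plus 3 SD of compounds lying within the high and low control bounds, cut at about 19% in these data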;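 further: 0% = median of test compound wells and 100% = no enzyme DMSO wells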
Target sequence (Q9NZ20 whole entry, looked up): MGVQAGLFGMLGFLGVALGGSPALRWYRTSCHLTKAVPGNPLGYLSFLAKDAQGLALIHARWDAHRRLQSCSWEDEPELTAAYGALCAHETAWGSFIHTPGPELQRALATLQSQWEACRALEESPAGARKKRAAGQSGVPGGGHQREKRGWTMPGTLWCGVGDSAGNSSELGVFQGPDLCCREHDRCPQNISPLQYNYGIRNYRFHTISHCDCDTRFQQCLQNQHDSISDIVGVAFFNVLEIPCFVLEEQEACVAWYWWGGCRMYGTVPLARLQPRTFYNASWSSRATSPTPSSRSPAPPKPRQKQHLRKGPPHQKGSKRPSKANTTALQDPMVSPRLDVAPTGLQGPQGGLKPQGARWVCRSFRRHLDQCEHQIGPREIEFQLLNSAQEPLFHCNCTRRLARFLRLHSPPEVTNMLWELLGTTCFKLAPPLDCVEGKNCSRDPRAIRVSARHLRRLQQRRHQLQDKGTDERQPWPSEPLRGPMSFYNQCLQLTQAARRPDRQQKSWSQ
SMARCA2 activ – SMARCA2 (BRM) function activators, primary screen, cell-based, luminescence, high throughput; MG213 cells, MMTV-luciferase reporter, dexamethasone, overnight; activation, % at 9.1 µM; AID 652017, 2013; 370,000 tested, 1% active; in the data active means activation above about 7.8%;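 further: 0% = vehicle wells and 100% = reference activator wells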
hgDAF-12 ag – H. glycines DAF-12 receptor agonists, primary screen, cell-based, luminescence, HEK293, GAL4 fusion, UAS-luciferase. HEK293 GAL4-hgDAF12 UAS-luciferase reporter, agonist luminescence; normalized to butyrate control. activation, % at 6.8 µM. 370,000 tested, 1.8% active. AID 687014, 2013;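 active means activation above a cutoff set at the mean of all screened compounds plus 3 SD, cut at about 10% in these data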;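 further: 0% = DMSO wells and 100% = sodium butyrate wells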
NPR2 activator – human GC-B receptor activators, primary screen, HEK293 GC-B cells, cGMP TR-FRET, EC30 CNP | Atrial natriuretic peptide receptor 2 (Homo sapiens), P20594 | 0% at EC30 CNP, 100% saturating CNP | activation, % at 10 µM | 370,000 tested, 0.11% active;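 active means activation at 10 µM reaching about 35% in either raw or pattern-adjusted values, limit read from the data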
ssDAF-12 act – S. stercoralis DAF-12 nuclear receptor activators, primary screen, cell-based, luminescence, HEK293, GRIP1 co-expression, lit1-tk-luc | Nuclear hormone receptor DAF-12 (Strongyloides stercoralis) | HEK293 ssDAF-12/GRIP1 lit1-tk-luc reporter; % of 3 µM dafachronic acid response | activation, % at 6.8 µM | 370,000 tested, 1% active;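 active means activation above the mean over all tested compounds plus 3 SD, cut at about 0.9% in these data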;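 further: 0% = DMSO-only wells and 100% = 3 µM delta7-dafachronic acid wells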
DAX1 inh-1 – DAX1 (NR0B1) inhibitors on StAR promoter, primary screen, cell-based, luminescence, SF-1 (NR5A1), full-length DAX-1. HEK293T StAR-luciferase reporter, SF-1/DAX-1 repression relief. inhibition, % at 6.8 µM. 370,000 tested, 1.1% active. AID 652010, 2013;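 active means inhibition above the mean over all tested compounds plus 3 SD, cut at about 3.6% in these data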;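 further: 0% = DAX-1 cells with DMSO and 100% = cells lacking DAX-1 with DMSO; higher inhibition means more luminescence from relief of DAX-1 repression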
FXN GAA850 act – FXN promoter activators, primary screen, cell-based, luciferase luminescence, HEK293 lucGAA850; HEK293 lucGAA850 FXN promoter luciferase reporter, 24 h; percent of 10 µM SAHA response; activation, % at 6 µM; 360,000 tested, 0.56% active;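 active means activation above the average of all compounds screened plus 3 SD, cutoff fixed separately per campaign, cut at about 7.5% in these data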;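 further: 0% = DMSO wells and 100% = 10 µM SAHA wells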
GC-A act – GC-A stimulated cGMP production enhancers – HEK293 GC-A cells, cGMP TR-FRET, EC30 ANP, primary screen; activation, % at 10 µM; AID 1671463, 2021; 370,000 tested, 0.14% active; Atrial natriuretic peptide receptor 1 (Homo sapiens), P16066; 0% at EC30 ANP, 100% saturating ANP; in the data active means activation above about 40%
DAX1 inh-2 – DAX1 (NR0B1) inhibitors, primary screen, cell-based, HEK293, Gal4-DAX1, luciferase luminescence; inhibition, % at 6.75 µM; HEK293 Gal4-DAX1 luciferase reporter; AID 504766, 2011; 340,000 tested, 0.99% active;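 active means inhibition above the mean over all tested compounds plus 3 SD, cut at about 4.2% in these data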;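 further: 0% = DAX1-transfected cells with DMSO and 100% = empty-vector control cells with DMSO; inhibition shows as a rise in luminescence from relieved DAX1 repression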
Target sequence (P51843 207-470 limits assumed): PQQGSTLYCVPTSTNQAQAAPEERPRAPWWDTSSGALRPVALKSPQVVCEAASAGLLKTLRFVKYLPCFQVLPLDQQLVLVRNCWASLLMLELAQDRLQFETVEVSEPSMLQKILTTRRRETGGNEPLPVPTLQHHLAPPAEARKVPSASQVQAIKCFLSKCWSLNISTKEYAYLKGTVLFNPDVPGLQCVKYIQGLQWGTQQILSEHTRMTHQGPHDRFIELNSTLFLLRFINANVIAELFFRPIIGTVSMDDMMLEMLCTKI
KLK7 zymogen act – proKLK7 zymogen activators, primary screen, biochemical, fluorescence intensity. Kallikrein-7 (Homo sapiens), P49862. purified proKLK7, EDANS-DABCYL substrate fluorescence; 100% is mature enzyme control, 0% vehicle. activation, % at 7 µM. 370,000 tested, 0.9% active;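 active means activation above the mean of all tested compounds plus 3 SD, computed per campaign excluding outliers beyond control limits, cut at about 13% in these data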
Target sequence (P49862 whole entry, looked up): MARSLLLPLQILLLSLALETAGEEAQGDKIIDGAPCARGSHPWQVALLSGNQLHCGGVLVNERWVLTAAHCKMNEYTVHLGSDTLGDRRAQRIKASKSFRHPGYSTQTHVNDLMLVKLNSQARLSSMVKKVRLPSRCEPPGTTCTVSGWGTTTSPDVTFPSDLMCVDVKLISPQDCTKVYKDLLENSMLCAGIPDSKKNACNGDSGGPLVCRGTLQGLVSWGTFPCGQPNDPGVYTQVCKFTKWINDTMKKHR
* hit, by the source's call; . = no result given; & = joins results of further samples. Not a hit list. About 6.7% of those tested had a hit in this group.

SMILES	hcDAF-12 act	HGIII-sPLA2 inh	SMARCA2 activ	hgDAF-12 ag	NPR2 activator	ssDAF-12 act	DAX1 inh-1	FXN GAA850 act	GC-A act	DAX1 inh-2	KLK7 zymogen act
CC1(c2nc3ccccc3[nH]2)c2ccccc2C(=O)N1C1CC1 (stereo unspecified)	-0.9	4	2	2.9	-5	-0.8	-0.5	.	-1	.	-0.2
COc1ccc2cc(C(=O)C3CCCN(C(=O)CCc4ccccn4)C3)ccc2c1 (stereo unspecified)	-0.5	-8	0	3.3	1	-1.1	0.3	4.3	-4	-1.4	3.0
CC(=O)Nc1ccc(SCc2csc(C)n2)cc1	-0.4	1	0	2.0	-3	-1.5	0.3	1.2	-1	2.1	0.3
CC(C)Nc1nnc(Sc2ccc(Cl)cc2[N+](=O)[O-])s1	4.2	1	-2	-0.8	1	-1.9	-0.6	3.7	2	-0.4	0.2
Cc1ccc(-n2c(O)c(/C=N/n3cnnc3)c3ccccc3c2=O)cc1	1.5&-1.2	-13&-5	-2&0	-1.1&-2.2	-2&1	-0.6&-1.6	-0.5&0.0	2.0&-0.3	1&2	-0.3&0.8	-1.8&-0.8
CCC1C(=O)N=C(SCC(=O)Nc2cccc3ccccc23)NC1=O (stereo unspecified)	1.5	0	-1	2.0	-8	-0.4	0.2	0.5	-4	0.6	-0.6
COc1ccc2c(c1)c(CC(=O)Nc1ccccc1OC)c(C)n2C(=O)c1ccc(Cl)cc1	1.1	-1	-2	1.1	-1	-1.4	-0.5	1.5	-10	-0.6	-8.2
CCCCN(C=O)c1c(CC)nc2ccc(C(=O)Nc3cc(-c4ccccc4)ccc3OC)cn12	-3.8	-17	-8	-1.1	0	-1.5	-2.0	-1.6	-13	.	-1.3
O=[N+]([O-])c1ccc(N2CCN(C(=S)Nc3ccccc3)CC2)cc1	2.7	0	1	1.5	2	-1.4	-0.1	-0.3	2	0.1	0.2
Cc1c(C#N)c(N)nc2c3c(sc12)NC(=O)CC3c1ccc(F)cc1 (stereo unspecified)	2.9	6	-3	3.6	13	-1.6	0.2	0.8	7	0.6	0.2
CC(=O)c1ccc(NC(=O)Cn2nc(C)cc2C)cc1	-2.0	-4	7	0.9	2	-1.1	-0.1	-1.2	2	0.4	0.3
CCOC(=O)Cn1c(-c2ccccc2)nc2ccccc2c1=O	0.4	0	1	-0.5	7	-0.8	0.1	2.0	-2	0.5	0.5
Cc1[nH]c2ccccc2c1-c1nc2ccccc2[nH]1	1.1	4	-2	2.7	-1	-0.8	0.5	3.0	1	-0.6	0.2
CCCCC(c1nnnn1CCOC)N1CCN(C)CC1 (stereo unspecified)	0.6	6	-3	2.7	-1	-0.1	0.3	-0.2	2	0.9	-0.1
C/C(=N/Nc1ncc(Br)cn1)c1ccc(Br)cc1	-0.9	-4	2	5.4	-8	-0.8	0.4	3.7	-1	2.2	0.5
C=CCn1cnc2sc(C(=O)Nc3ccccc3OC)c(C)c2c1=O	-2.0	1	0	-2.4	-11	-1.8	0.0	0.6	-3	0.1	0.2
CCOC(=O)COc1ccc([N+](=O)[O-])cc1	-0.4	-6	0	6.0	-1	-0.7	-0.5	0.8	2	-0.1	0.8
CCCOc1ccc(C(=O)NCCN2CCOCC2)cc1	-0.3	2	-1	-0.4	3	-0.6	-0.4	-0.3	-3	2.6	-0.1
O=C(/C=C/c1cccc(F)c1)N1CCN(c2ncccn2)CC1	2.4	12	-6	4.8	2	-0.6	-0.1	1.2	-3	0.5	-0.8
COc1ccccc1C(=O)Nc1ccc2c3c(cccc13)CC2	-1.3	-5	4	4.3	1	-1.2	0.6	6.5	-8	-0.8	-0.1
CCn1c(SCC(=O)N2CCCC2=O)nnc1-c1cccs1	1.0	1	-1	0.4	3	-1.6	0.9	1.9	-1	0.5	0.4
N#C/C(=C\c1ccccc1C(F)(F)F)C(=O)Nc1ccccc1F	-0.9	-4	0	2.4	0	-0.5	0.3	0.2	4	0.2	0.1
CN1CCN(Cc2nc3ccccc3c(=O)n2Cc2nc(-c3ccc([N+](=O)[O-])cc3)cs2)CC1	-2.5	2	17*	-4.7	3	-1.4	-0.4	-0.7	1	-1.5	0.1
Cc1ccc(NC(=O)COC(=O)c2cccc3c(=O)c(C)c(-c4ccccc4)oc23)cc1	-2.2	6	-1	-0.1	1	-0.8	-0.3	1.4	2	0.4	-0.1
CC(C)c1ccc(NC(=O)CSc2nc(=O)n(CCCN3CCOCC3)c3c2CCCC3)cc1	-1.8	-3	0	-2.7	-1	-1.4	-4.1	-1.7	-2	0.3	-0.1
COc1ccc(NC(=O)C2Cc3c(-c4ccc(NC(C)=O)cc4)ccnc3O2)cc1 (stereo unspecified)	-1.9	9	-5	1.4	-6	-1.7	-1.0	-2.6	-2	.	0.3
CCOc1ccccc1Nc1nnc(SCC(=O)N(C)C2CCS(=O)(=O)C2)s1 (stereo unspecified)	-0.8	-10	-4	-2.6	10	-1.9	-1.7	-0.7	-4	-0.4	-0.9
Cc1ccc(S(=O)(=O)Cn2nnnc2C(CC(C)C)N2CCN(c3ccccc3)CC2)cc1 (stereo unspecified)	-1.8	2	-5	0.4	0	-0.7	-0.1	-0.5	5	-0.1	-0.3
Nc1ncnc2c1ncn2CCNCCc1ccccc1	0.1	5	2	-0.6	-1	-1.1	0.2	2.4	1	-0.2	0.0
COc1cc2ccccc2cc1C(=O)OCc1nc2ccsc2c(=O)[nH]1	-0.9	5	3	-0.8	-2	-1.2	1.7	1.9	1	-0.3	-1.6
Nc1ncnc2c1ncn2[C@@H]1O[C@H](COP(=O)(O)O)[C@@H](O)[C@H]1O	-1.0	-3	-2	0.6	-2	0.2	0.7	-2.5	0	1.1	0.0
Cc1onc(-c2ccccc2Cl)c1C(=O)NC(=S)Nc1ccccc1C(N)=O	0.2	-7	-1	-0.1	4	-1.2	-0.3	-4.7	1	0.4	13*
COc1ccc(CC(NC(C)=O)C(=O)NC2CCN(c3c(Cc4ccccc4)c(C)nc4ncnn34)CC2)c(OC)c1 (stereo unspecified)	-2.0	6	-5	-2.2	2	-2.2	0.9	-1.1	-1	-0.7	0.9
COc1ccc(N=Cc2c(O)[nH]c3ccccc23)cc1	6.9*	2	1	13*	-8	1.1*	4.2*	3.5	-7	1.0	0.0
COC(=O)C1=CN(Cc2ccc(OC)c(OC)c2)C=C(C(=O)OC)C1c1ccc(F)cc1	-3.7	-5	-1	-1.9	13	-1.6	-0.9	-2.1	6	0.1	-22
COCC(C)NC(=O)/C(=C/c1ccccc1)c1ccccc1 (stereo unspecified)	-1.0	-1	1	-3.2	1	-1.4	0.3	-0.4	-3	1.9	0.8
CCOc1nc(C)ccc1-c1noc(-c2ccco2)n1	-0.2	6	1	4.0	-3	-0.9	0.5	7.7*	-3	0.7	-0.8
CCOc1ccc(Br)cc1CNc1ccc2c(c1)OCCO2	-3.1	11	-4	-7.2	-6	-2.3	-1.2	-5.3	-8	0.8	-0.3
O=C(Cc1n[nH]c(=O)c2ccccc12)OCC(=O)c1ccc(OC(F)F)cc1OC(F)F	-1.6	-46	-1	0.5	5	-0.7	-1.0	-0.6	1	-1.0	-0.4
Cc1ccccc1Nc1scc(-c2ccc(Br)cc2)[n+]1-c1ccccc1C	-0.5	-4	-2	0.3	3	-1.5	-1.4	-0.1	0	1.6	0.2
COc1cc(NC(=O)COc2ccccc2C)ccc1NC(=O)c1ccco1	-3.1	-1	3	-1.2	-12	-0.7	1.0	-0.4	1	0.1	5.7
O=C(NCc1ccccc1)c1ccc(Cl)c(NC2=NC3CS(=O)(=O)CC3S2)c1 (stereo unspecified)	0.5	6	-3	6.7	2	-0.5	1.1	0.7	6	1.6	-0.6
Cn1c(N)c(C(=O)COC(=O)CCCc2c[nH]c3ccccc23)c(=O)n(C)c1=O	0.2	-63	-4	2.7	1	-1.0	-0.4	1.1	3	-0.3	-0.3
C[C@H]1[C@@H](OC(=O)Nc2ccccc2C(F)(F)F)CC[C@@]23CCCN2C(=O)CCC[C@@H]13	-0.1	5	.	0.8	-2	-1.9	.	.	0	.	.
CCCN(CC(=O)Nc1ccccc1C)C(=O)c1ccc2ccccc2n1	2.5	6	-1	2.1	-2	-0.1	0.1	-0.6	-3	2.4	-0.1
CN1CC2(Cc3c1ccc1ccccc31)C(=O)OC(C)(C)OC2=O	2.0	0	3	-0.5	4	-0.4	0.7	-1.9	0	0.0	4.5
COC(=O)C(=Nc1ccccc1)/C(C(=O)C(=O)N(C)c1ccccc1)=C(\O)c1ccc(Cl)cc1	-0.5	2	5	2.0	8	-0.6	-0.1	0.9	2	0.3	0.1
COc1ccc(NC(=O)CSCC(=O)Nc2nnc(C3CC3)s2)cc1	0.1	0	-2	1.5	-2	-0.3	1.2	2.4	4	0.1	-0.5
CCOC(=O)C1(CCOc2ccccc2)CCN(Cc2cc(OC)cc(OC)c2)CC1	-2.4	-10	-2	-3.5	-11	-1.6	-1.8	-3.0	-31	-2.0	0.1
COc1ccc(/C=N/Nc2nc(-c3cccc(S(=O)(=O)N4CCCC4)c3)cs2)cc1OC	-5.0	-1	-2	1.2	6	-1.7	-0.5	1.1	0	-1.9	-0.8
Cc1ccc(CN2CCN(/N=C/C=C/c3ccccc3[N+](=O)[O-])CC2)cc1	2.1	-4	-3	-0.9	-1	0.2	-0.8	2.1	-1	0.0	0.1
Cc1cc(NCc2ccccc2)nc(-c2ccccc2O)n1	-0.5	-18	0	-0.3	-7	-1.4	-0.4	1.9	7	-1.1	3.4
O=C(Nc1ccccc1)N1CCCC1c1cccs1 (stereo unspecified)	2.7	-1	-3	-1.7	-2	-1.5	-0.5	-0.5	-2	-0.5	-0.1
CC(=O)c1ccc(Oc2ccc(C(=O)c3ccc(C)c(C)c3)cc2[N+](=O)[O-])cc1	0.1	4	-2	-2.1	16	-1.8	0.1	2.2	5	0.6	-0.6

Copied from the list:
ssDAF-12 act with CCOc1ccc(Br)cc1CNc1ccc2c(c1)OCCO2 reads -2.3
DAX1 inh-1 with Nc1ncnc2c1ncn2[C@@H]1O[C@H](COP(=O)(O)O)[C@@H](O)[C@H]1O reads 0.7

From PubChem
